CCHF vOTU inh: blocks the CCHF virus ovarian tumor domain protease. inhibition, % at 11.5 µM. 370,000 compounds, 0.55% hits. AID 651958. CCHFV vOTU protease, Pep-AMC fluorescence; further: 0% = vehicle wells with enzyme and 100% = no enzyme wells
MazF activator: MazEF (E. coli) toxin RNase activation; activation, % at 20 µM; 350,000 compounds, 0.32% hits; AID 504720; FAM/BHQ RNA-DNA oligo cleavage fluorescence, 5 h; P0AE70; in the data active means activation above about 50%
Mtb FBA inh: inhibits M. tuberculosis FBA enzyme; P9WQA3; purified M. tuberculosis FBA, fluorescence read-out; inhibition, % at 1 µM; 360,000 compounds, 2.3% hits; AID 588726; in the data active means inhibition above about 27%;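 further: 0% = vehicle and 100% = reference inhibitor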
Target sequence (P9WQA3 whole entry, looked up): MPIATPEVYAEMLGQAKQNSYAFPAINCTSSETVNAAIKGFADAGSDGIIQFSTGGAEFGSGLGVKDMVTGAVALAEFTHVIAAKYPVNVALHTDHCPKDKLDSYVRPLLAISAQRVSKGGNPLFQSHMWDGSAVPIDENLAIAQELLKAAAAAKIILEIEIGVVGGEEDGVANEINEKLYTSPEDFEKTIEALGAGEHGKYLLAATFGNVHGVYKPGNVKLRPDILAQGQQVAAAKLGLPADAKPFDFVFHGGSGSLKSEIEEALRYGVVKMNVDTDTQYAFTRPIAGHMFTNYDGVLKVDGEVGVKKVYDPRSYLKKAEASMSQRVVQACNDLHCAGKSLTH
Mtb BioA inh: inhibitors of Mycobacterium tuberculosis BioA enzyme | 360,000 compounds, 0.096% hits | inhibition, % at 9.99 µM | purified M. tuberculosis BioA enzyme, plate reader; in the data active means inhibition above about 40%; inconclusive means no clear call, values can overlap the other calls
Rv3671c protease: inhibitors of M. tuberculosis serine protease Rv3671c | P9WHR9 | inhibition, % at 5.96 µM | 320,000 compounds, 0.048% hits | AID 2606; in the data active means inhibition above about 38%;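 further: extracellular domain of Rv3671c used as enzyme; 0% = enzyme with DMSO and 100% = no enzyme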
BoNT F protease: BoNT F light chain protease inhibition; 360,000 compounds, 0.22% hits; AID 588497; Multiplex microsphere protease cleavage assay, flow cytometry; inhibition, % at 10 µM; in the data active means inhibition above about 35%, passing the limit was not always enough; inconclusive means no clear call, values can overlap the other calls; further: plate controls were buffer without enzyme for full effect and enzyme alone for no effect
GDH-TPI inh: counter-screen for M. tuberculosis FBA inhibitors: GDH-TPI coupled enzymes. GDH-TPI coupled enzyme counterscreen, NADH absorbance. inhibition, % at 4.8 µM. 360,000 compounds, 1.2% hits. AID 588335;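 further: 0% = DMSO wells and 100% = wells lacking the enzyme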
DUSP3 inh: DUSP3 (human) phosphatase inhibition; P51452; 290,000 compounds, 0.52% hits; inhibition, % at 13.3 µM; recombinant VHR phosphatase, pNPP absorbance; in the data active means inhibition above about 50%; further: some compounds called inactive have numbers as strong as hits
Target sequence (P51452 whole entry, looked up): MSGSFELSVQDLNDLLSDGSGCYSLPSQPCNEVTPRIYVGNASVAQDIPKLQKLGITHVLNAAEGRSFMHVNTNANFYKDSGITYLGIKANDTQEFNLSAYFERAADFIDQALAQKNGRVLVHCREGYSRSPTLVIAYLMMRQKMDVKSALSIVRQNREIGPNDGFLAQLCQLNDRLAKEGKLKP
FadD28 FP inh: inhibitors of Mycobacterium tuberculosis FadD28 bisubstrate binding; FadD28 bisubstrate probe binding, fluorescence polarization; inhibition, % at 12.5 µM; 360,000 compounds, 0.22% hits; in the data active means inhibition above about 8.5%, passing the limit was not always enough; inconclusive means no clear call, values can overlap the other calls
Mtb UGM inh: Mtb UDP-galactopyranose mutase inhibition. 320,000 compounds, 0.06% hits. AID 504406. purified UGM, fluorescence polarization probe displacement. inhibition, % at 10 µM; in the data active means inhibition above about 10%, passing the limit was not always enough; inconclusive means no clear call, values can overlap the other calls
Target sequence (P9WIQ1 whole entry, looked up): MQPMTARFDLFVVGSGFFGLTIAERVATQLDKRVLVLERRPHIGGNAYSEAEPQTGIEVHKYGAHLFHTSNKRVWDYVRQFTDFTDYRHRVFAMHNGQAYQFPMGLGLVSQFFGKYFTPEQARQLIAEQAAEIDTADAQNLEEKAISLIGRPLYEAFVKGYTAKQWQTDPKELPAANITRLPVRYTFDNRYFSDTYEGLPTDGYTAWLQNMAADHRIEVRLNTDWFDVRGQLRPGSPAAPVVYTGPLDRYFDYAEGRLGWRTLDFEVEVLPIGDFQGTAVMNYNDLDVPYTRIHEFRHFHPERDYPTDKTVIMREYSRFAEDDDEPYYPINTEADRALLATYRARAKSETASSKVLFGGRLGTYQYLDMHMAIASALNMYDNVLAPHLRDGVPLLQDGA
Numbers without * were called inactive; ? = inconclusive; . = no result given; & = joins results of further samples. Unless noted, no stated cut-off is given here; in the data, active means inhibition above about 30%; inactive means the rest.

SMILES,CCHF vOTU inh,MazF activator,Mtb FBA inh,Mtb BioA inh,Rv3671c protease,BoNT F protease,GDH-TPI inh,DUSP3 inh,FadD28 FP inh,Mtb UGM inh
CCOc1ccc(CC2S/C(=N/c3ccccn3)NC2=O)cc1 (stereo not given),7,-5,-1,-1.4,7,-2,-2,-10,-5.1,4.3
O=C(NCC(=O)N1CCN(S(=O)(=O)c2ccccc2C(F)(F)F)CC1)c1sc2ccccc2c1Cl,2,2,3,-1.9,-2,15,0,.,0.7,-0.4
CC1=CC2=NC(=O)C(c3ccccc3)C(=O)N2C=C1 (stereo not given),-15,1,0,-2.0,.,4,18,.,-2.1,.
COc1ccc(CCn2c(O)c(C=Nc3ccc(F)cc3)c(=O)[nH]c2=O)cc1OC,-4,17,-2,-2.2,-11,0,10,-15,0.6,-0.8
O=C(CCCC1=NS(=O)(=O)c2ccccc2N1)Nc1ccccc1,2,4,3,2.7,-3,5,1,23,-1.7,-0.1
CC(=O)c1ccc(-n2c(-c3cc(-c4ccco4)[nH]n3)n[nH]c2=S)cc1,-3,3,0,6.4,5,4,7,29,1.3,-1.0
Cc1cc(C(=O)CSC(C)c2nc3ccccc3c(=O)[nH]2)c(C)n1C (stereo not given),1,13,3,-1.7,-2,15,8,7,-1.2,2.7
O=C(NCc1cccnc1)c1cc(Sc2ccccc2Cl)nc2ccccc12,-16,-5,1,0.4,-5,1,25,12,-2.7,-0.4
O=C(O)COc1ccccc1/C=N/NC(=O)CSc1nnc(SCc2ccc(Cl)cc2)s1,11,1,-3,.,-21,-2,9,33,-26,1.2
COc1ccc(-c2nnn(CC(=O)N(C3CCCC3)C(C)C(=O)NC3CCCC3)n2)cc1OC (stereo not given),4,3,4,-2.8,0,-8,2,6,-1.0,-0.4
C=CCOC(=O)C(=O)/C=C/c1csc2ccccc12,9,-4,3,-0.8,-6,-3,-3,7,-3.1,-0.7
Cc1ccc(C2/C(=C(\O)c3c(C)nc4c(C)cccn34)C(=O)C(=O)N2CCN(C)C)o1 (stereo not given),-11,5,1,-4.1,.,?,0,.,-1.7,.
C/C(=N\N1CCCCC1)c1c(O)[nH]c(=O)[nH]c1=O,-7,-7,1,.,-11,-2,1,-6,-1.8,-1.5
CCc1nc2ccc(C(=O)NCCCn3ccnc3)cn2c1N(C)Cc1ccc(Cl)cc1,-19,.,0,0.8,.,-3,3,.,-1.2,.
Cc1nc2nc(SCc3ccccc3)nn2c(C)c1C,18,3,1,1.2,4,8,-4,.,-4.3,-0.4
COc1ccc2nc(NC(=O)c3ccccc3-c3ccccc3C(=O)O)sc2c1,2,13,3,-4.6,-2,-2,-1,14,0.0,5.7
Cc1ccc(NC(=O)Nc2ccccc2)c(Br)c1,19,3,0,-2.2,-2,-2,12,46,-1.4,0.2
Cc1ccc(-c2nnc(SCC(=O)NC3CC3)o2)cc1,13,6,3,-4.9,3,-1,0,2,-3.3,-4.5
COC(=O)c1ccccc1CC1SC(N)=NC1=O (stereo not given),14,-3,2,-0.4,5,1,-7,25,-0.7,0.7
CC(C)CC(=O)NC(=S)Nc1ccc(Cl)cn1,1,-2,-6,-0.1,-1,-4,-5,7,-3.3,-1.9
O=C(NCC1CCCO1)C1CCN(CC2CCCCC2)CC1 (stereo not given),0,2,-1,3.0,9,-7,7,3,-4.3,0.5
O=C(c1n[nH]c(=O)c2ccccc12)N1CCN(c2ccccc2Cl)CC1,-13,2,0,.,-6,12,-5,12,-2.6,-1.2
CC1C(=O)N2CCCc3cc(S(=O)(=O)N4CCCCC4)cc1c32 (stereo not given),-2,6,2,0.2,-4,.,-10,.,-3.2,-0.2
C[C@H](CO)N1C[C@H](C)[C@@H](CN(C)C(=O)Nc2ccccc2)Oc2ccc(NC(=O)Nc3ccccc3)cc2C1=O,2,-4,1,-1.1&-0.4,1,-1,-5,.,0.4,-1.8
CCOC(=O)Cc1cc(=O)n2[nH]c(-c3ccc(Cl)cc3)cc2n1,8,4,4,.,-3,3,3,35,-2.5,-0.7
COc1cc(C(C)=O)ccc1OCC(=O)Nc1ccccc1N1CCCC1,-2,0,20,13,-4,-5,4,12,1.2,-2.2
O=C1CSC(=S)N1Nc1ccccc1,-3,-9,-3,-0.1,.,-5,3,.,-3.0,.
Cc1ccc(N(CC(=O)NCC2CCCO2)C(=O)Cn2nnc(-c3cccs3)n2)cc1 (stereo not given),7,2,-8,1.1,0,-6,-2,15,-2.9,3.2
CC(C)C(C)NC(=O)CN1C(=O)NC(c2ccccc2)(c2ccccc2)C1=O (stereo not given),9,11,-2,-1.7,-5,-3,-16,-3,-4.5,-0.5
CN1C(=O)/C(=C/c2coc3ccc(O)cc3c2=O)SC1=S,-2,-8,-1,0.7,-6,3,11,17,-0.3,-2.1
Cc1cc(C)cc(N(CC(=O)NCC2CCCO2)C(=O)CCC(=O)Nc2cc(C)on2)c1 (stereo not given),-1,-3,-4,-2.5,10,2,16,12,-0.4,-1.2
O=C(Cn1cnc2ccccc2c1=O)Nc1ccccc1N1CCOCC1,-15,10,-2,2.8,-4,-7,-7,13,-5.0,-1.8
COc1cccc(CNC(=O)Cc2ccc(OC)c(S(=O)(=O)N3CCOCC3)c2)c1,-5,4,6,.,3,9,0,.,-0.5,-0.5
Cc1ccc(NC(=O)c2cc(C)n(-c3cccc(C)c3)c2C)cc1,-5,2,-1,-1.1,8,-4,11,0,1.5,-1.7
CC(=O)Nc1ccc(NC(=O)COc2ccc(-c3ccc(C#N)cc3)cc2)cc1,3,-5,3,-0.2,-5,2,-3,.,-0.2,0.0
Cc1nc(Nc2ccc(S(N)(=O)=O)cc2)sc1-c1ccccc1,14,-2,8,0.7,12,5,17,7,-0.7,-0.1
O=[N+]([O-])c1ccc(COc2ccccc2CN2CCOCC2)cc1,-1,-3,-1,1.8,.,-1,3,.,-4.1,.
CNC(C)C(=O)NC(C(=O)N1CCCC1C(=O)Nc1ccc2ncccc2c1)C(C)C (stereo not given),-10,4,9,-1.1,-16,-4,9,.,-1.6,1.0
COc1ccc(/C=N/n2nnnc2N)cc1OC,-6,-1,5,-0.8,0,?,21,1,-0.9,0.1
Cc1ccc(OCc2cccc(S(=O)(=O)N(C)C)c2)c([N+](=O)[O-])n1,13,9,4,-1.2,2,-17,8,13,-0.5,-0.7
CN(CC(=O)Nc1ccccc1N1CCOCC1)S(=O)(=O)c1ccc(F)cc1,5,-4,-1,0.2,-9,-34,2,13,3.0,-0.8
COc1ccc(C(N)=O)cc1NC(=O)c1cccc(F)c1,8,3,0,13,5,-4,12,29,0.1,-1.3
N#CCC(=O)N/N=C/c1ccc(OCC(=O)Nc2ccc(F)cc2)cc1,3,-3,1,.,-63,-1,7,36,-0.4,-1.3
O=C1CNC(=S)N1Cc1cccc(Cl)c1,-10,9,3,-3.1,0,4,6,-14,-0.7,0.4
CC(C)CNC(=O)c1cccc(NC(=O)c2ccco2)c1,-16,0,1,0.8,-1,2,9,6,-3.9,0.1
O=C(NC1CCCC1)c1cccc(NC(=O)c2ccco2)c1,0,-1,2,.,-4,-52,2,10,1.9,-0.1
COc1cccc(C(=O)Nc2ccc3c(c2)C(=O)NC3=O)c1,7,2,0,-1.1,0,-4,13,21,-3.2,1.5
CCc1nnc(NC(=O)c2ccc(COc3cccc(C)c3)o2)s1,3,-2,3,-0.7,-7,11,2,16,-0.6,-2.4
COc1cc2sc(-c3ccc(S(C)(=O)=O)cc3)c(C(=O)NCCCCO)c2cc1OC,-50,3,46*,-1.2,4,-2,31*,.,-0.4,0.8
O=C(Cc1cccs1)N/N=C/c1ccccn1,-12,-2,2,3.0,4,13,-9,22,-4.8,0.5

Remaining list, next part.
SMILES,CCHF vOTU inh,MazF activator,Mtb FBA inh,Mtb BioA inh,Rv3671c protease,BoNT F protease,GDH-TPI inh,DUSP3 inh,FadD28 FP inh,Mtb UGM inh
[O-][n+]1onc2c1CCC1N(O)C(c3ccccc3)CC21O (stereo not given),-3,-2,1,-0.4,-2,-6,4,-2,-0.2,-1.1
COc1ccc(-c2csc3ncnc(N4CCN(c5ccc(OC)cc5)CC4)c23)cc1,8,-7,-2,-1.1,-12,-5,-8,47,-1.1,-1.1
O=C(Nc1cccc(-n2cnnn2)c1)c1cc(Cl)ccc1Cl,6,8,4,-2.3,-7,-3,2,6,-0.2,-3.1
COC(=O)c1nccnc1C(=O)Nc1ccccc1N1CCOCC1,0,3,11,-0.7,-12,-8,4,14,-3.6,0.0
Cc1ccsc1C(=O)OCC(=O)Nc1cccc(S(=O)(=O)N2CCCCC2)c1,9,2,-3,1.7,.,-4,-5,.,-2.6,.
O=C(Nc1ccc(-c2n[nH]c(=S)o2)cc1)c1ccccc1Br,12,9,7,0.8,7,?,11,13,0.7,-2.1
O=C(COC(=O)/C=C/c1ccc(Cl)cc1)NC1CCCC1,3,5,1,-0.8,11,1,0,.,-1.0,-3.5
COc1cccc(CNC(=O)CC2C(=O)NCCN2Cc2ccoc2)c1OC (stereo not given),-8,-1,2,-1.1,4,-1,1,20,-2.0,-2.7
CC(OC(=O)c1cccs1)C(=O)Nc1nc(-c2ccccc2)cs1 (stereo not given),9,-5,0,-0.7,-20,-8,2,5,-3.9,3.2
COC(=O)c1c(C)oc2ccc(NS(=O)(=O)c3cccs3)cc12,-3,0,3,-1.4,-6,1,0,1,-2.4,-1.3

Single entries from above.
Mtb BioA inh with [O-][n+]1onc2c1CCC1N(O)C(c3ccccc3)CC21O (stereo not given) : -0.4
DUSP3 inh with COC(=O)c1c(C)oc2ccc(NS(=O)(=O)c3cccs3)cc12 : 1
Rv3671c protease with O=C(Nc1ccc(-c2n[nH]c(=S)o2)cc1)c1ccccc1Br : 7

Three compounds out of the list, arranged by length of the SMILES, rising.
SMILES,CCHF vOTU inh,MazF activator,Mtb FBA inh,Mtb BioA inh,Rv3671c protease,BoNT F protease,GDH-TPI inh,DUSP3 inh,FadD28 FP inh,Mtb UGM inh
COC(=O)c1nccnc1C(=O)Nc1ccccc1N1CCOCC1,0,3,11,-0.7,-12,-8,4,14,-3.6,0.0
O=C(Nc1ccc(-c2n[nH]c(=S)o2)cc1)c1ccccc1Br,12,9,7,0.8,7,?,11,13,0.7,-2.1
Cc1ccsc1C(=O)OCC(=O)Nc1cccc(S(=O)(=O)N2CCCCC2)c1,9,2,-3,1.7,.,-4,-5,.,-2.6,.

An unsorted share of the library. About 4.9% of those tested had a hit in this group.
